From PubChem
Pf gametocyte: kills late stage P. falciparum gametocytes | P. falciparum stage V gametocytes, ATP luminescence, 24 h | inhibition, % at 10.9 µM | 0.065% of 150,000 active | AID 743093;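 active = inhibition above the mean plus 3 SD of compounds within the control limits, set per campaign, cut at about 38% in these data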;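 note: 0% = DMSO wells and 100% = medium only without gametocytes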
Starred values were filed as active, the others as inactive. An excerpt, so the mix of outcomes need not match the whole.

SMILES	Pf gametocyte
COc1ccc(COC(=O)C2=C(C)NC(=O)NC2c2ccc(O)cc2)cc1 (stereo not drawn)	-4
O=C1N[C@@H](Cc2ccccc2)C(=O)N2[C@H]1C[C@]1(Br)c3ccccc3N(S(=O)(=O)c3ccccc3)[C@H]21	13
COc1ccc(C(OC(=O)c2ccco2)C(=O)NC(C)(C)C)cc1OC (stereo not drawn)	3
COc1cc(C)c(CN2CCN(c3ncccn3)CC2)cc1C	-5
COc1cc2c(cc1OC)C(=O)N1[C@H]3c4cc(C)ccc4OC[C@@H]3[C@H](c3ccccc3)[C@]1(C)C(=O)N2	14
COc1ccc2c(c1)CC[C@@H]1[C@@H]2CC[C@]2(C)[C@@H](C(C)=O)C[C@@H]12	-1
C[C@@H]1CN([C@@H](C)CO)C(=O)c2cc(NS(=O)(=O)c3cccs3)ccc2O[C@H]1CN(C)Cc1ccc(C(F)(F)F)cc1	30
CC(=O)Nc1ccc(S(=O)(=O)N2CCN(c3nc(C)cc(C)n3)CC2)cc1	-8
COc1ccc(CC2(CO)COc3ccccc3C2=O)cc1 (stereo not drawn)	-35
CCOC(=O)[C@H]1[C@H]2COc3ccccc3[C@@H]2N2C(=O)c3cc(F)ccc3NC(=O)[C@@]12C	23
COc1cc(OC)cc(C(=O)Nc2ccc(N(C)C)c3ccccc23)c1	-11
COc1ccc(S(=O)(=O)N2CCN(c3ncccn3)CC2)cc1	9
O=c1cc(-c2ccccc2O)nc(-c2ccccc2)[nH]1	-13
CC1CCC(N2CCN(c3ccc([N+](=O)[O-])cc3)CC2)CC1 (stereo not drawn)	12
COC(=O)[C@]12C(=O)NC[C@H](CN1c1ccc(C(F)(F)F)cc1)N2C	9
CC(C)CNC(=O)c1cc2nc(C3CC3)cc(C(F)(F)F)n2n1	-37
CN(CCN(C)C(=O)c1[nH]cnc1C(=O)Nc1ccccc1)C(=O)c1[nH]cnc1C(=O)Nc1ccccc1	19
O=C1C=C(c2ccnc3cc(Cl)ccc23)C[C@@H](c2ccc3c(c2)OCO3)C1	-11
O=S(=O)(c1ccc2c(c1)OCCO2)N1CCCN(S(=O)(=O)c2c(F)cccc2F)CC1	5
Cc1cccc(NC(=O)c2ccco2)c1C	13
CCn1c(=O)c(C(=O)NCc2ccccc2OC)c(O)c2ccccc21	20
COc1ccc(C(=O)N2CCN(Cc3ccccc3[N+](=O)[O-])CC2)cc1	6
COc1ccccc1OCc1ccc(C(=O)c2ccccc2)cc1	5
COc1ccc(NC(=O)N(C)C[C@H]2Oc3ccc(NS(=O)(=O)c4c(C)noc4C)cc3C(=O)N([C@H](C)CO)C[C@@H]2C)cc1	23
C=CCOc1ccc(C2NC(=O)c3ccccc3O2)cc1OCC (stereo not drawn)	19

Going on with the list.
SMILES	Pf gametocyte
O=C(O)CC(C(=O)Nc1ccc(Cl)cc1)N1CCCCCC1 (stereo not drawn)	-28
C#CCOCCOCCOCCNc1nc(N2CCN(C(=O)CCCCCCCCCCNC(=O)[C@H](CO)n3cc(CCCSC)nn3)CC2)nc(N2CCN(C(=O)CCCCCCCCCCNC(=O)[C@H](CO)n3cc(CCCSC)nn3)CC2)n1	-32
CCOc1ccccc1C(=O)Nc1cccc2cccnc12	-37
CCCNC(=O)C1(CC2CC(c3ccccc3)=NO2)CCN(C(=O)OC(C)(C)C)CC1 (stereo not drawn)	8
C[C@H](CO)N1C[C@H](C)[C@@H](CN(C)C(=O)NC2CCCCC2)Oc2c(NC(=O)Nc3ccc(C(F)(F)F)cc3)cccc2C1=O	16
Cn1c(/N=C/c2ccccc2[N+](=O)[O-])nc2ccccc21	-9
CCOC(=O)[C@H]1[C@H]2COc3ccccc3[C@@H]2N2C(=O)c3cc(F)c(F)cc3NC(=O)[C@@]12C	23
CC(=O)Oc1ccc(-c2csc(Nc3cccc(C)n3)n2)cc1	17
CC1(C)CC(=O)C2=C(C1)NCN(CCCN1CCOCC1)C2	19
O=C(O)Cn1nnc(-c2ccc(OCc3ccccc3)cc2)n1	11
[O-][n+]1ccccc1SCc1ccccc1	16
CC1CCN(C(=O)c2ncn(Cc3ccccc3)c2C(=O)N2CCC(C)CC2)CC1	10
COc1ccc(CCNC(=O)C2CCC(=O)N2S(=O)(=O)c2ccc(C)cc2)cc1 (stereo not drawn)	23
CC(C)CCCN1C(N(C)C)=NC[C@@H]1Cc1ccccc1	18
CCCCNC(=O)C(CC)(ONc1ccccc1C(F)(F)F)c1ccccc1OC (stereo not drawn)	6
COc1cccc(C2CC(=O)C3=C(C2)Nc2ccccc2N(C(=O)CCC(=O)O)C3c2ccc(F)cc2)c1 (stereo not drawn)	11
Cc1cccc(Oc2ccc3c(c2)cc(C(=O)O)n3C)c1	-21
Nc1cccc(-c2cnc3ccccc3n2)c1	-1
COC(c1ccc(Cl)cc1)(c1ccc(Cl)cc1)C(Oc1nccc(C)n1)C(=O)O (stereo not drawn)	0
c1ccc(CSc2ncnc3c2oc2ccccc23)cc1	-12
O=C(Nc1ccccc1Cl)c1cc2ccccc2o/c1=N\O	-13
CC1(C)Oc2ccc3ccc(=O)oc3c2CC1O (stereo not drawn)	-1
Cc1ccc(C2=CC(c3ccccc3)n3ncnc3N2)c(C)c1 (stereo not drawn)	-4
Cc1ccc(CNC(=O)C2CCCN2C(=O)Nc2ccc(C)cc2)cc1 (stereo not drawn)	-12
Cc1nc(Cl)sc1C(=O)Nc1ccccc1Cl	-2

A different layout for four compounds above:
compound: Nc1cccc(-c2cnc3ccccc3n2)c1
  Pf gametocyte: -1

compound: CC(C)CCCN1C(N(C)C)=NC[C@@H]1Cc1ccccc1
  Pf gametocyte: 18

compound: O=C(O)CC(C(=O)Nc1ccc(Cl)cc1)N1CCCCCC1 (stereo not drawn)
  Pf gametocyte: -28

compound: CCOc1ccccc1C(=O)Nc1cccc2cccnc12
  Pf gametocyte: -37

Another view of some results above:
SMILES,Pf gametocyte
COc1ccc(CCNC(=O)C2CCC(=O)N2S(=O)(=O)c2ccc(C)cc2)cc1 (stereo not drawn),23
CC(C)CCCN1C(N(C)C)=NC[C@@H]1Cc1ccccc1,18
CCCCNC(=O)C(CC)(ONc1ccccc1C(F)(F)F)c1ccccc1OC (stereo not drawn),6

The main list resumes; the 3 compounds before the break are reprinted first.
SMILES	Pf gametocyte
Cc1ccc(C2=CC(c3ccccc3)n3ncnc3N2)c(C)c1 (stereo not drawn)	-4
Cc1ccc(CNC(=O)C2CCCN2C(=O)Nc2ccc(C)cc2)cc1 (stereo not drawn)	-12
Cc1nc(Cl)sc1C(=O)Nc1ccccc1Cl	-2
C=CCn1nc(-c2ccccc2)cc1C(=O)OCC	6
O=C(O)COc1ccc(/C=N/NC(=O)/C(=C/C=C/c2ccccc2)NC(=O)c2ccccc2)cc1	0
O=C1C=C(c2ccc(F)c(Cl)c2)C[C@@H](c2ccc(F)cc2)C1	-12
Cc1ccc(OCCCCN2CCc3ccccc3C2)c(C)c1	17
Cn1nnnc1Sc1ncnc2scc(-c3ccc(-c4ccccc4)cc3)c12	3
COc1ccc(C(=O)C2CCCN(C(=O)CCNC(C)=O)C2)cc1OC (stereo not drawn)	13
O=C(CCc1nc(-c2ccc(Cl)cc2)no1)OCc1ccc(Br)cc1	8
C=CC[C@@H](CC(=O)N[C@H](CO)Cc1ccccc1)C(=O)N[C@H](COC(=O)[C@@H](CC=C)CC(=O)OC(C)(C)C)Cc1c[nH]c2ccccc12	-50
COc1ccc(C)cc1Nc1n[n+](-c2ccccc2)c(-c2c(OC)ccc3ccccc23)s1	-13
C=CC[C@H](CC(=O)N(CCO)Cc1ccccc1)C(=O)N[C@H](C)COC(=O)[C@@H](CC=C)CC(=O)OC(C)(C)C	10
CC(=O)c1ccc(NC(=O)CN2CCCC2)cc1	-3
CCn1c(CNC(=O)c2cc(OC)c(OC)c(OC)c2)cc2ccccc21	8
C=CCNC(=S)N/N=C/c1ccc(OCc2ccccc2)cc1	18
COc1ccc2c(c1)OC[C@H]1[C@@H]2N2C(=O)CNC(=O)[C@@]2(C)[C@H]1c1ccccc1	21
CSCC(=O)NC1CCCc2c1cnn2-c1ccc(C)c(C)c1 (stereo not drawn)	-17
CCOc1ccc(C2=CSC3=NCCN23)cc1Cl	13
O=C(Nc1ccc(Nc2ccccc2)cc1)c1ccc(Cl)cc1[N+](=O)[O-]	-6
O=C(Cc1cccc(F)c1F)NC1CCCN(Cc2ccc(Cl)cc2)C1 (stereo not drawn)	14
O=C(Nc1ccon1)c1nc[nH]c1C(=O)NCc1ccccc1	6
COc1ccccc1NC(=O)COc1ccc(C(F)(F)F)cc1[N+](=O)[O-]	2
CC1(C)CC(=O)C=C(c2cccc3c2sc2ccccc23)C1	2
COc1ccc2c(c1)N(C)/C(=C1/SC(=S)N(NC(C)=O)C1=O)S2	-20
O=C(O)CN1C(=O)/C(=C2\SC(=S)N(C(Cc3ccccc3)C(=O)O)C2=O)c2ccccc21 (stereo not drawn)	-8
CN(CC1CCCN(CCc2ccc(F)cc2)C1)C(=O)CCC(F)(F)F (stereo not drawn)	-6
C[C@H](CO)N1C[C@H](C)[C@@H](CN(C)Cc2ccc(-c3ccccc3)cc2)Oc2c(NC(=O)Nc3ccc(C(F)(F)F)cc3)cccc2C1=O	-33

Following part
SMILES	Pf gametocyte
CN(C)CCCNC(=S)N(CCO)Cc1cc2cc3c(cc2[nH]c1=O)OCO3	4
Cc1ccc(/C=C/C(=O)NCCc2cccc(Cl)c2)o1	20
CCOc1cc(CN2CCc3c([nH]c4ccccc34)C2)ccc1OC	-11
O=C(Cc1ccc(Cl)cc1)N1CCc2ccccc2C1	1
O=C(O)CC(CN1C(=O)c2ccccc2C1=O)c1ccccc1 (stereo not drawn)	9
O=C(Cc1ccc(Br)cc1)NCCc1ccccc1	15
Cc1ccc(Cn2c(C(C)Nc3nc(-c4ccc(F)cc4)cs3)nc3cc(C(=O)NCCCO)ccc32)cc1 (stereo not drawn)	6
CCCCn1c(-c2cccc3ccccc23)nc2cc3[nH]c(=O)c(C(C)C)nc3cc21	-22
CC(NCCCOc1cccc2ccccc12)c1ccccc1 (stereo not drawn)	10
O=C(NC1=NCCS1)c1cc(-c2ccccc2)nn1-c1ccccc1	-2
Cc1cccc(CN2CCN(Cc3ccco3)CC2)c1	6
COc1cc(CN(C)CC2CCCN(CCc3ccc(F)cc3)C2)c(Cl)cc1O (stereo not drawn)	-21
Cc1cccc(Cn2c(N3CCN(C)CC3)nc3c2c(=O)n(C)c(=O)n3C)c1	-1
CC(C)(C)c1ccc(-c2n[nH]c(=S)n2-c2ccccc2)cc1	-36
Fc1ccccc1N1CCN(CC2CCCCC2)CC1	-1
Cc1ccc(C(=O)Nc2ccc(Nc3ccccc3)cc2)cc1C	-19
O=C(NCCc1ccccc1)c1ccccc1Cl	11
Cc1cc2oc3ccc(NCCCN4CCOCC4)cc3c(=O)c2cc1C	20
CC1=C(C(=O)OCc2ccccc2)C(c2ccccc2OS(=O)(=O)c2ccc(C)cc2)NC(=O)N1CCCC(=O)O (stereo not drawn)	-21
COc1ccc(C)cc1Nc1nc(N)c2ccccc2n1	-1
COc1cc(/C=N/N2CCN(Cc3ccccc3)CC2)cc(OC)c1OC(C)=O	5
O=C(CN1CCN(c2ccc(F)cc2)CC1)NCc1ccc(Cl)cc1	-19
Cc1nc(Cl)sc1C(=O)Nc1cccc(Cl)c1	2
CCCOc1ccc(C(=O)OCCN2CCCCC2)c(O)c1	6
O=C(CSc1nnc(-c2ccccc2NC(=O)c2ccccc2)o1)OC1CCCCC1	11

Looked up above.
Under Pf gametocyte, `CCCCn1c(-c2cccc3ccccc23)nc2cc3[nH]c(=O)c(C(C)C)nc3cc21` reads -22
Under Pf gametocyte, `Cc1cc2oc3ccc(NCCCN4CCOCC4)cc3c(=O)c2cc1C` reads 20
Under Pf gametocyte, `Cc1ccc(/C=C/C(=O)NCCc2cccc(Cl)c2)o1` reads 20
Under Pf gametocyte, `COc1ccc(C)cc1Nc1nc(N)c2ccccc2n1` reads -1

Other structures:
SMILES	Pf gametocyte
CC(=O)Nc1cc2nc(C)n(Cc3ccc([N+](=O)[O-])cc3)c2nc1C	-1
CCCc1nnc(NC(=O)CC(C)c2ccccc2)s1 (stereo not drawn)	-9
C=CC[C@@H](CC(=O)N(CCO)Cc1ccccc1)C(=O)N[C@H](COC(=O)[C@@H](CC=C)Cc1ccc(F)cc1)Cc1ccccc1	0
COC(=O)[C@H]1C[C@@H]1[C@H](NC(=O)c1cccnc1)c1ccccc1	6
O=S(=O)(NCc1ccccc1)c1ccccc1Br	0
C/C(=C\c1cccc(Cl)c1Cl)C(=O)c1c(C)cc(C)[nH]c1=O	-16
CC12CCC(C(=O)Nc3ccc(Cl)cc3)([C@H](Br)C1=O)C2(C)C (stereo partly drawn)	-1
COc1ccccc1CNC(=O)Cc1ccc(OC)c(OC)c1	-3
COC(=O)C1=C(C)N(Cc2ccccc2)C(=O)N[C@H]1c1cccc(F)c1	5
CC(C)N1CC(C(=O)Nc2ccc(C#N)cc2)CC1=O (stereo not drawn)	5
Cc1ccc(O)c(CNc2nc3ccccc3n2C(C)C)c1	12
COc1ccccc1C(=O)Nc1cccc(NC(=O)c2ccccc2C)c1	22
CCC1OC(c2ccc([N+](=O)[O-])cc2)=Nc2ccccc21 (stereo not drawn)	-13
NS(=O)(=O)c1ccc(S(=O)(=O)N(CCc2ccccc2)Cc2ccccn2)cc1	-13
O=C1c2cc(S(=O)(=O)N(CCO)CCO)ccc2-c2ccc(S(=O)(=O)N(CCO)CCO)cc21	15
COc1ccc(CNc2ncc(-c3ccccc3)n2C)cc1	5
C/C(=N\N1CCN(c2ccccc2)CC1)c1ccccc1O	16
CCCN1CCN(CC(=O)Nc2nc3ccccc3s2)CC1	0
O=C1CCC[C@@H]2C[C@@]3(C[C@@H]4CCN1[C@H]24)Nc1cc(Cl)ccc1NC3=NCc1ccccc1	0
COc1ccc(CNC(=O)CC(C)c2ccccc2)cc1 (stereo not drawn)	24
O=C(N/N=C/c1cc(O)ccc1Br)c1cccnc1	-54
O=C(O)CC(Cc1ccc(Cl)cc1)C(=O)Nc1ccccc1 (stereo not drawn)	13
